Growth percent in the NCI-60 one-dose screen (48 h, 10 µM unless noted): 100 = growth as untreated, 0 = no growth, -100 = all killed.
NCI-H460 = NCI-H460 lung cancer. hit rate 6.8% among 82,000
NCI-H23 = NCI-H23 lung cancer. hit rate 4% among 80,000
NCI/ADR-RES = NCI/ADR-RES ovarian cells; hit rate 4.4% among 81,000
COLO 205 = COLO 205 colon cancer. hit rate 7.3% among 79,000. AID 1794742
KM12 = KM12 colon cancer cells. hit rate 5% among 82,000. AID 1794800
NCI-H226 = NCI-H226 lung cancer; hit rate 3.5% among 79,000
NCI-H322M = NCI-H322M lung cancer; hit rate 2.7% among 80,000
NCI-H522 = NCI-H522 lung cancer; hit rate 8% among 78,000
IGROV1 = IGROV1 ovarian cancer | hit rate 4.7% among 79,000 | AID 1794786
* = called active by the depositor; / = not tested or not shown; & = joins results of further samples; [ ] = remark or other dose. How the source made its calls: active means growth percent below 10; inactive means the rest.

SMILES	NCI-H460	NCI-H23	NCI/ADR-RES	COLO 205	KM12	NCI-H226	NCI-H322M	NCI-H522	IGROV1
CCOc1ccc(NC(=O)C(C(C)N2CCCCC2)N2CCCCC2)cc1 (stereo not drawn)	108	99	87	111	114	100	101	96	106
COc1cc(/C=N/NC(=O)c2ccc(C(F)(F)F)nc2Nc2cc(Cl)ccc2C)cc(OC)c1OC	108	104	98	109	108	97	105	/	/
COc1ccc(S(=O)(=O)NCCNc2nccc(-n3ccc4cccnc43)n2)cc1	106	103	99	101	100	99	100	90	111
C[C@H](C(=O)NCc1ccc2c(c1)OCO2)C1CCN(C(=O)c2cc3ccccc3[nH]2)CC1	102	98	92	105	104	85	100	73	89
CCCCNC(=O)Oc1ccc(/C(=C(/C)Cc2ccc(OC)cc2)c2ccc(OCCN3CCCC3)cc2)cc1	18	86	82	-57*	55	95	82	55	85
NS(=O)(=O)c1ccc(NC(=O)C(=O)C(O)C(O)C(O)CO)cc1 (stereo not drawn)	120	99	102	115	98	102	129	94	126
CN=c1scc(-c2ccc(Br)cc2)n1NC(=O)Cn1nc(-c2ccccc2)ccc1=O	83	66	58	78	79	77	89	55	52
COc1ccc2[nH]c(C(=O)O)cc2c1	105	100	97	100	111	95	108	98	97
COc1ccc(C2=NN(C(=O)c3ccc(S(N)(=O)=O)cc3)C(c3ccccc3)C2)c(OC)c1 (stereo not drawn)	108	101	115	106	106	105	102	106	114
O=c1cc(OCCSC(=S)N2CCOCC2)c2ccccc2o1	97	82	74	109	88	76	85	79	87
O=C(O)c1cc(Cl)n[nH]c1=O	104	101	101	92	101	112	103	/	100
CC1(C)OB(c2ccccc2NC(=O)Nc2ccc(F)cc2)OC1(C)C	102	109	108	111	108	94	102	/	105
O=C(N/N=C/c1ccccc1Cl)c1ccccc1	104	95	111	116	107	99	99	89	104
Cc1oc2c(c(C)nn2-c2ccccc2)c(=O)c1Cl	104	107	96	122	101	102	110	/	102
Cn1cc(-c2nonc2-c2cn(C)c3ccc(Br)cc23)c2ccccc21	13	56	21	30	23	71	64	8.2*	46
CCC(C)N(c1ccc(Cl)cc1)c1nc(-c2ccc([N+](=O)[O-])cc2)cs1 (stereo not drawn)	98	93	96	102	91	103	95	83	90
COc1ccc2cc(C(=O)c3cn(-c4ccccc4)nc3C(C)=O)ccc2c1	104	98	101	116	101	105	98	83	101
O=C(N/N=C/c1ccccc1SSc1ccccc1/C=N/NC(=O)c1ccccc1)c1ccccc1	10.0*	34	9.8*	6.1*	36	45	47	54	31
Cc1cc(-c2ccccc2)c(-c2ccccn2)c2ccccc12	107	92	91	103	108	90	96	90	109
Cc1ccc(C)c2c1sc1nc3nc4sc5ccccc5n4c(=N)c3c(=O)n12	96	/	98	109	101	115	120	116	64
NN(c1cccc(C(F)(F)F)c1)c1ccccn1	116	99	101	101	117	98	92	95	100
O=C(NNC(=O)OCc1ccccc1)OCc1ccccc1	109	99	105	94	102	110	89	102	72
O=S1(=O)C[C@H](O)[C@H](O)CS1	120	108	110	116	108	102	104	87	98
COc1ccc(-c2cc(C(=O)Nc3nc4ccc(F)cc4s3)nc3cc(-c4ccccc4)nn23)cc1	107	94	102	98	105	95	107	103	101
CCCCCc1ccc(S(=O)(=O)Nc2cccc(-c3csc(N4CCN(CCO)CC4)n3)c2)cc1	92	85	69	64	85	75	70	72	86
COc1ccc(-c2nc3c4c(-c5ccccc5)cn(-c5c(C)n(C)n(-c6ccccc6)c5=O)c4ncn3n2)cc1	101	92	106	112	102	78	96	86	67
O=C(Nc1nccnc1OCc1ccc(F)cc1)Nc1cccc2ccccc12	/	92	83	/	95	96	100	80	106
COc1ccc(/C=C2\C(=O)N=C3N2NC(=O)N3c2ccccc2)cc1	102	91	98	112	107	82	98	94	82
Cc1nn(-c2ccccc2)c2nc(Cl)c(C=O)c(-c3ccccc3)c12	94	81	83	121	78	93	/	106	/
O=C1CC2CC=CCN2C=C1NC(=O)c1ccc2ccccc2c1 (stereo not drawn)	108	105	114	100	104	111	102	94	104

Rewritten as labelled records: two of the compounds above
compound: Cc1ccc(C)c2c1sc1nc3nc4sc5ccccc5n4c(=N)c3c(=O)n12
  NCI-H460: 96 | NCI-H23: / | NCI/ADR-RES: 98 | COLO 205: 109 | KM12: 101 | NCI-H226: 115 | NCI-H322M: 120 | NCI-H522: 116 | IGROV1: 64
compound: NN(c1cccc(C(F)(F)F)c1)c1ccccn1
  NCI-H460: 116 | NCI-H23: 99 | NCI/ADR-RES: 101 | COLO 205: 101 | KM12: 117 | NCI-H226: 98 | NCI-H322M: 92 | NCI-H522: 95 | IGROV1: 100

Next compounds:
SMILES	NCI-H460	NCI-H23	NCI/ADR-RES	COLO 205	KM12	NCI-H226	NCI-H322M	NCI-H522	IGROV1
O=C(CCl)c1cccnc1C(=O)O	114	95	102	99	106	106	97	99	97
O=C(O)c1cn(C2CC2)c2cc(N3CCN(C(=O)CO[N+](=O)[O-])CC3)c(F)cc2c1=O	106	103	105	115	108	94	99	89	109
COC(=O)c1ccc(=O)c2nc3/c(=C/O)c(O)cc(=O)c3[nH]c12	20	15	11	51	31	35	29	6.8*	-61*
COc1ccc2nc3c(cc2c1)C(=O)CC(c1ccccc1)C3 (stereo not drawn)	8.8*	48	13	1.9*	11	26	38	15	36
COc1ccc(OC)c(-c2cc(-c3ccccc3)c(C#N)c(SC)n2)c1	90	75	70	100	73	80	90	67	71
O=C(CSc1nc2sc3c(c2c(=O)n1-c1ccc(Cl)cc1)CCCC3)Nc1nc(-c2ccc(Cl)cc2)cs1	92	62	76	96	85	72	82	68	70
NC(=S)N/N=C\C(O)CO (stereo not drawn)	100	78	43	105	107	93	98	97	82
Clc1cccc(COc2ccc(Nc3ncnc4onc(-c5ccccc5)c34)cc2)c1	91	88	87	99	97	/	96	81	87
O=S(=O)(OCCCl)OCCCl	/	100	100	112	104	/	98	111	93
COc1ccc(/C=C(/C2=NCCN2)n2ccc3ccccc32)cc1	93	100	93	84	96	82	92	86	83
O=C(Nc1cccc(Nc2ccc(Cl)nn2)c1)Nc1ccc(Cl)c(Cl)c1	97	94	101	107	97	95	107	74	97
Cc1c(-c2cnc(NN)s2)nnn1-c1ccc([N+](=O)[O-])cc1	93	74	92	91	85	69	88	74	89
O=C(CC1=CCCCC1)c1ccccc1	110	100	111	109	105	101	94	81	92
Cc1nn(-c2ccc(Cl)cc2)c2nc3c(nc12)c(=O)oc1ccccc13	109	100	102	123	112	128	116	101	119
COc1ccc(/C=N/NC2=NC3C(S2)N(C)C(=O)N3C)cc1 (stereo not drawn)	9.7*	/	31	7.5*	21	58	48	-9.2*	41
Cc1ncc(C(=O)Nc2ccc(CN3CCN(C)CC3)c(C(F)(F)F)c2)cc1C#Cc1ccc(N)nc1	-60*	3.9*	9.8*	5.3*	2.9*	-4.0*	20	-8.1*	-25*
COc1ccc(-c2nnc(Nc3c(C)cccc3C)o2)cc1	99	95	97	90	99	92	101	99	99
CN1CCC(=C(C#N)C#N)CC1	111	96	100	109	108	107	100	98	96
O=C1C(Cl)=C(NCCCN(CCCNC2=C(Cl)C(=O)c3ccccc3C2=O)C2=C(Cl)C(=O)c3ccccc3C2=O)C(=O)c2ccccc21	39	-14*	76	-14*	80	88	62	74	55
Cc1nn(-c2ccc(F)cc2)c2ncnc(N3CCOCC3)c12	108	100	106	107	100	108	94	92	103
Cn1cc(-c2csc(-c3cccc(F)c3)n2)c2cccnc21	-60*[100 µM]	-63*[100 µM]	-34*[100 µM]	-67*[100 µM]	-70*[100 µM]	-14*[100 µM]	-22*[100 µM]	-28*[100 µM]	-23*[100 µM]
O=C(COc1cccc(/C=C2\Cc3ccccc3C2=O)c1)c1ccc(Cl)cc1	117	96	94	142	105	105	131	81	/
CN1CCN(c2ccc(/C=C/C(=O)c3ccc(O)cc3)cc2)CC1	101	94	100	113	101	97	101	88	105
CC(C)C1C2=C(NCCN1C(=O)C1CCCC1)C(C)(C)N(Cc1ccccc1)C2=O (stereo not drawn)	116	96	98	106	96	103	112	91	104
CCC(C)NC(=O)/C=C/c1ccccc1 (stereo not drawn)	102	102	99	106	103	100	92	89	95
c1ccc2c(NCCCN3CCN(CCCNc4c5ccccc5nc5ccccc45)CC3)c3ccccc3nc2c1	-20*[100 µM]	-86*[100 µM]	36[100 µM]	-53*[100 µM]	-15*[100 µM]	-26*[100 µM]	-33*[100 µM]	-72*[100 µM]	-32*[100 µM]
COc1ccc(NC(=O)C(=O)c2c[nH]c3cc(F)ccc23)cc1	60	87	77	92	44	83	68	88	95
O=S(=O)(N=C1C(Cl)=C(Cl)C(=NS(=O)(=O)c2ccccc2)C(Cl)=C1Cl)c1ccccc1	39	73	65	98	96	98	97	39	58
COc1cc(/C=C/C(=O)c2ccc(Nc3nc(NCCO)nc(N4CCOCC4)n3)cc2)cc(OC)c1OC	-21*	16	54	/	7.4*	/	31	24	21
O=C(O)CCn1c(O)c(/C=C2/C=c3cc4c(cc3=NC2=O)OCO4)sc1=S	101	97	105	120	100	103	112	96	111
CCC1(/C=N/NC(N)=S)NC(=O)NC1=O (stereo not drawn)	109	99	111	111	113	97	106	83	113
COc1cccc(/C(C)=N/NC(=O)CSc2nc3ccccc3c(=O)n2Cc2ccc(S(N)(=O)=O)cc2)c1	99	96	98	122	100	94	99	49	100
C[C@@H]1C(=O)N(C[C@H](Cc2ccccc2)N(Cc2ccccc2)Cc2ccccc2)[C@]1(Cc1ccccc1)C(=O)OC(C)(C)C	54	42	69	/	62	48	88	51	77
COc1cc(C)cc2oc3oc(=N)c(-c4csc(-c5cc6ccccc6oc5=O)n4)cc3c(=O)c12	102	99	98	109	94	101	95	99	96
O=C1OC[C@H]2[C@H](c3ccc(O)c(O)c3)c3cc(O)c(O)cc3C[C@H]12	122	13	-28*	108	112	116	130	19	/
CCN(CC)C12CCCCC1(C)C(C#N)(C#N)C(C#N)=C(N)O2 (stereo not drawn)	114	101	101	140	106	96	91	105	111
COc1ccc(-c2nc(SCCC(C)C)nc(NC3CC3)c2C#N)cc1	130&89	93&93	96&96	127&102	101&95	110&97	102&88	86&86	106&93
CC(=O)Nc1nc(C)c(C(=O)NNC(=O)NC2CCCCC2)s1	111	106	111	122	109	100	93	38	148

Filtered by structure: the compounds so far containing an NH in an aromatic ring
SMILES	NCI-H460	NCI-H23	NCI/ADR-RES	COLO 205	KM12	NCI-H226	NCI-H322M	NCI-H522	IGROV1
C[C@H](C(=O)NCc1ccc2c(c1)OCO2)C1CCN(C(=O)c2cc3ccccc3[nH]2)CC1	102	98	92	105	104	85	100	73	89
COc1ccc2[nH]c(C(=O)O)cc2c1	105	100	97	100	111	95	108	98	97
O=C(O)c1cc(Cl)n[nH]c1=O	104	101	101	92	101	112	103	/	100
COC(=O)c1ccc(=O)c2nc3/c(=C/O)c(O)cc(=O)c3[nH]c12	20	15	11	51	31	35	29	6.8*	-61*
COc1ccc(NC(=O)C(=O)c2c[nH]c3cc(F)ccc23)cc1	60	87	77	92	44	83	68	88	95

Bioassay records (PubChem)
